# CSM14.1 death rescue: protection against thapsigargin-triggered cell killing – 384-well, CSM14.1, ATP luminescence, primary screen (AID 1222); CSM14.1 thapsigargin-induced death rescue, ATP luminescence; higher % means a stronger effect; cellular ATP content (survival), % at 20 µM, or EC50 in µM where a hit was titrated; 190,000 tested, under 10 active;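 active = EC50 below 50 µM in the dose-response confirmation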;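 note: death triggered by thapsigargin at about 15 µM added after 2 h compound pretreatment; cell ATP read after overnight thapsigargin exposure of roughly 18 to 22 hours; normalized against plate controls of thapsigargin alone and 5% DMSO vehicle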
# MT stabilizer: microtubule stabilizers in HeLa cells | HeLa tubulin immunostaining HCS, 24 h; share of cells brighter than vehicle mean+2SD | % tubulin-high responders, % at 10 µM | 200,000 tested, 0.83% active | AID 2205;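 active = plate Z-score above 3 for both tubulin-high and condensed-nucleus cell shares, with cell loss under 80%, at 10 µM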;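 note: anti alpha tubulin signal scored within the nucleus-defined area of each cell; some results filed as inactive read as strong as hits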
# bCat nuc transl: modulators of beta-catenin nuclear translocation; HeLa beta-catenin nuclear translocation, immunofluorescence imaging; nuclear translocation activity, % at 5 µM; 190,000 tested, 0.3% active; AID 1665;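 active = nuclear translocation activity above 50% at 5 µM, with a well cell count of 50 or more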;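 note: per-cell ratio of nuclear to cytoplasmic median beta-catenin stain intensity; plate controls were DMSO negative control for no effect and GSK-3 inhibitor IX positive control for full effect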
#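 Technique: fluorescence imaging of beta-catenin antibody stain plus DAPI / Material: human HeLa cell line / Incubation: compound treatment 24 h, 37°C, 5% CO2 / Read-out basis: % activation of per-cell nuclear versus cytoplasmic median beta-catenin signal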
# Lipid droplet: modulators of hepatic lipid droplet formation. 240,000 tested, 0.4% active. inhibition, % at 6.5 µM. AML12 mouse hepatocytes, oleate lipid droplets, BODIPY imaging;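 active = lipid droplet intensity inhibited by at least 50%, with more than 500 cells counted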
#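 material = mouse AML12 hepatocyte cell line, fixed after treatment | also added = 100 µM oleic acid challenge | doses = compound at 6.5 µM only | schedule = overnight exposure | technique = Image-based BODIPY and DAPI two-channel analysis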
# Insulin prom up: MIN6 insulin promoter up-regulation. 190,000 tested, 0.3% active. MIN6 insulin promoter-GFP reporter, high-content imaging; hits give high values. z-score at 5 µM. AID 1625;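 active = z-score above 3 at 5 µM with at least 500 cells counted in the well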
# XIAP displacement: small molecules displacing peptide from XIAP – biochemical, IAP family, fluorescence polarization (AID 1018); XIAP BIR domain, fluorescence polarization peptide displacement; higher % means a stronger effect; displacement, % at 20 µM; hits with a dose series show IC50 in µM; 200,000 tested, 0.007% active; in the data active = displacement above about 50%; note: a part of the inactive calls stands beside numbers as strong as those of hits
# Autophagy HCS: alters autophagy in cells | MEF GFP-LC3 puncta imaging; test concentration mostly 10 µM | calls only at 10 µM (by protocol) | 190,000 tested, 0.98% active | AID 463193;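 active = percentage of spot-positive cells more than 3 SD above its plate mean, without a fluorescence outlier flag or 80% toxicity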;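 note: spot-positive cell cutoff set from DMSO-treated cells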
# WT yeast gro inh: growth inhibition of WT yeast, mitochondrial fusion screen; mitochondrial fusion phenotypic screen, WT strain; inhibition, % at 10 µM; 190,000 tested, 2.1% active; AID 1362; in the data active = inhibition above about 58%; tested in S. cerevisiae
# Dynein transport: blocks dynein driven cargo transport along microtubules; 3617.4 mouse cells, GR-EGFP nuclear translocation imaging; test concentration mostly 20 µM; stimulated with dexamethasone, 1 µM; hits give low values; z-score, hits read low; 220,000 tested, 0.47% active; AID 1381;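 active = plate z-score of nuclear minus cytoplasmic receptor signal below a set negative limit, without overly bright fluorescence or cell loss, cut at about -3.5 in these data, passing the limit was not always enough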;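 note: z-score of nuclear minus cytoplasmic ring GR-EGFP intensity difference per well; some compounds called inactive have numbers as strong as hits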
#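 medium = tetracycline-free induction medium containing charcoal-stripped FBS | probe or stimulus = dexamethasone, 1.0 µM final | timing = 48 h induction, then 1 h compound, then 30 min agonist, 37 °C | detection = automated 10x imaging of fixed Hoechst-stained cells | read-out basis = nuclear versus cytoplasmic GR-EGFP signal, averaged per well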
# WT yeast gro inh mutant strain: further read-out of WT yeast gro inh, marked with its call; inhibition, %; mitochondrial fusion phenotypic screen, mutant strain inhibition
# Dynein transport cytoplasmic EGFP: second read-out of Dynein transport, no call of its own (marks repeat the call); z-score; measured here: cytoplasmic GR-EGFP intensity; hits give high values
# Dynein transport nuclear GR-EGFP: recorded beside Dynein transport, whose call it bears; z-score; measured here: nuclear GR-EGFP intensity;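 lower value marks the stronger effect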
# Dynein transport cell count: second read-out of Dynein transport, no call of its own (marks repeat the call); z-score; measured here: cell count per field
# Insulin prom up cell count: recorded beside Insulin prom up, whose call it bears; cell count; measured here: cytotoxicity, nuclei count;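 total cells summed across four imaged fields per well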
# Lipid droplet cells 6.5 µM: second read-out of Lipid droplet, no call of its own (marks repeat the call); cell count; measured here: cell count, cytotoxicity flag;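 cells counted across two imaged fields per well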
# bCat nuc transl cell count 5 µM: second read-out of bCat nuc transl, no call of its own (marks repeat the call); cell count; measured here: cell count, cytotoxicity flag
# MT stabilizer Hoechst-high %: second read-out of MT stabilizer, no call of its own (marks repeat the call); % Hoechst-high responders; measured here: nuclear condensation Hoechst responders;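 share of cells brighter than vehicle mean plus two SD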
# MT stabilizer cytotoxicity %: recorded beside MT stabilizer, whose call it bears; toxicity, %; measured here: cytotoxicity by cell density;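 0% = mean cell density of plate MIN control wells and 100% = no cells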
# Autophagy HCS cell loss 18 h: further read-out of Autophagy HCS, marked with its call; toxicity, %; measured here: cell loss, nuclei count;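 cell loss after 18 h compound exposure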
# * = called active by the depositor; i = inactive; . = no result given.
# Labels used below – A = CSM14.1 death rescue; B = MT stabilizer; C = MT stabilizer Hoechst-high %; D = MT stabilizer cytotoxicity %; E = bCat nuc transl; F = bCat nuc transl cell count 5 µM; G = Lipid droplet; H = Lipid droplet cells 6.5 µM; I = Insulin prom up; J = Insulin prom up cell count; K = XIAP displacement; L = Autophagy HCS; M = Autophagy HCS cell loss 18 h; N = WT yeast gro inh; O = WT yeast gro inh mutant strain; P = Dynein transport; Q = Dynein transport cytoplasmic EGFP; R = Dynein transport nuclear GR-EGFP; S = Dynein transport cell count
(1) CC1CCCCC1NC(=O)Cn1[nH]c(=O)c2ccccc2c1=O (stereo not drawn)
  A = 4.9%; B = 2.2; C = 1.7; D = 6.9; E = -3.8; F = 943; G = .; H = .; I = 0.11; J = 1214; K = -5.3%; L = i; M = -39; N = -2; O = 11; P = -0.097; Q = -0.4; R = -0.18; S = 0.46

(2) COc1ccc(Oc2nc(-c3cccnc3)nc3ccccc23)cc1
  A = .; B = .; C = .; D = .; E = 0.2; F = 1243; G = 1; H = 644; I = -0.48; J = 974; K = .; L = .; M = .; N = .; O = .; P = 0.7; Q = -0.25; R = 0.4; S = 0.28

(3) CCCn1c(=N)n(CC(=O)c2cccs2)c2ccccc21
  A = 0.3%; B = 1.6; C = 2.3; D = 4.9; E = -0.7; F = 967; G = -5; H = 629; I = -0.15; J = 1664; K = -9.9%; L = i; M = 24; N = -1; O = 12; P = -0.11; Q = -0.21; R = 0.54; S = -0.35

(4) CCCn1c(/C=N/Nc2nc3ccccc3[nH]2)nc2ccccc21
  A = -1.6%; B = 4.8; C = 13; D = 24; E = -1.3; F = 917; G = -34; H = 617; I = -2.4; J = 644; K = -5.0%; L = i; M = -14; N = 58*; O = 50*; P = -0.67; Q = -0.3; R = -0.6; S = 0.66

(5) COC(=O)c1c(O)ccc(Oc2ccccc2)c1C(=O)OC
  A = -1.0%; B = .; C = .; D = .; E = 0.3; F = 1034; G = 2; H = 695; I = 0.99; J = 1674; K = -3.4%; L = .; M = .; N = 20; O = 8; P = .; Q = .; R = .; S = .

(6) CCCCN1c2ccccc2N(CCCO)c2cc(C)nnc21
  A = -1.1%; B = 1.2; C = 1.8; D = 5.5; E = 1.6; F = 1387; G = .; H = .; I = -1.6; J = 970; K = -1.3%; L = i; M = 7; N = 11; O = -2; P = 0.23; Q = -0.026; R = 0.0015; S = -0.051

(7) COc1cccc(C(=O)Nc2nc3c(c(=O)[nH]2)CCCC3)c1
  A = 1.3%; B = 1.5; C = 1.9; D = 2.5; E = -17; F = 1202; G = 9; H = 760; I = .; J = .; K = -0.7%; L = i; M = -3; N = -5; O = -26; P = -0.45; Q = -0.26; R = -0.34; S = -0.23

(8) COc1cc(/C=N/NC(=O)c2cc(-c3c(C)nn(-c4ccccc4)c3C)n[nH]2)ccc1O
  A = -0.6%; B = 4.7; C = 5.5; D = 8.6; E = 0.0; F = 1074; G = -12; H = 683; I = .; J = .; K = -3.9%; L = i; M = 16; N = 12; O = 19; P = -0.15; Q = -0.32; R = -0.18; S = 0.77

(9) O=C(Nc1cccc2ccccc12)OC1C=CS(=O)(=O)C1 (stereo not drawn)
  A = 1.4%; B = 4.6; C = 2.9; D = 9.2; E = -3.0; F = 1261; G = 4; H = 696; I = .; J = .; K = -5.9%; L = i; M = -1; N = -4; O = -9; P = 2.4; Q = -0.24; R = 0.92; S = -1.2

(10) COc1ccc(Cl)cc1Nc1nc(NCCO)nc(N2CCCC2)n1
  A = -1.2%; B = 4.1; C = 2.8; D = 5.2; E = -0.7; F = 1068; G = -2; H = 705; I = -1.1; J = 1608; K = -0.8%; L = i; M = -11; N = 10; O = 7; P = -0.18; Q = -0.25; R = -0.35; S = 1.2

(11) COc1cc(NC(=O)c2ccnn2C)c(OC)cc1Cl
  A = -0.8%; B = 2.1; C = 2.8; D = 9.3; E = -1.9; F = 1020; G = -4; H = 651; I = -1; J = 1578; K = -5.5%; L = i; M = -15; N = 6; O = 7; P = -1.1; Q = -0.26; R = 0.1; S = -0.51

(12) CC(NC(=O)CC(c1ccccc1)c1cc(Cl)ccc1O)c1ccccc1 (stereo not drawn)
  A = 12%; B = 5.1; C = 2.3; D = 3.8; E = -1.6; F = 982; G = 18; H = 648; I = -0.58; J = 1286; K = -3.4%; L = i; M = 0; N = 28; O = -17; P = 0.93; Q = 0.074; R = 0.65; S = 0.49

# A draw from above in order of number of heavy atoms, highest first.
# Labels used below – A = CSM14.1 death rescue; B = MT stabilizer; C = MT stabilizer Hoechst-high %; D = MT stabilizer cytotoxicity %; E = bCat nuc transl; F = bCat nuc transl cell count 5 µM; G = Lipid droplet; H = Lipid droplet cells 6.5 µM; I = Insulin prom up; J = Insulin prom up cell count; K = XIAP displacement; L = Autophagy HCS; M = Autophagy HCS cell loss 18 h; N = WT yeast gro inh; O = WT yeast gro inh mutant strain; P = Dynein transport; Q = Dynein transport cytoplasmic EGFP; R = Dynein transport nuclear GR-EGFP; S = Dynein transport cell count
(8) COc1cc(/C=N/NC(=O)c2cc(-c3c(C)nn(-c4ccccc4)c3C)n[nH]2)ccc1O
  A = -0.6%; B = 4.7; C = 5.5; D = 8.6; E = 0.0; F = 1074; G = -12; H = 683; I = .; J = .; K = -3.9%; L = i; M = 16; N = 12; O = 19; P = -0.15; Q = -0.32; R = -0.18; S = 0.77

(10) COc1ccc(Cl)cc1Nc1nc(NCCO)nc(N2CCCC2)n1
  A = -1.2%; B = 4.1; C = 2.8; D = 5.2; E = -0.7; F = 1068; G = -2; H = 705; I = -1.1; J = 1608; K = -0.8%; L = i; M = -11; N = 10; O = 7; P = -0.18; Q = -0.25; R = -0.35; S = 1.2

(1) CC1CCCCC1NC(=O)Cn1[nH]c(=O)c2ccccc2c1=O (stereo not drawn)
  A = 4.9%; B = 2.2; C = 1.7; D = 6.9; E = -3.8; F = 943; G = .; H = .; I = 0.11; J = 1214; K = -5.3%; L = i; M = -39; N = -2; O = 11; P = -0.097; Q = -0.4; R = -0.18; S = 0.46

(3) CCCn1c(=N)n(CC(=O)c2cccs2)c2ccccc21
  A = 0.3%; B = 1.6; C = 2.3; D = 4.9; E = -0.7; F = 967; G = -5; H = 629; I = -0.15; J = 1664; K = -9.9%; L = i; M = 24; N = -1; O = 12; P = -0.11; Q = -0.21; R = 0.54; S = -0.35

(11) COc1cc(NC(=O)c2ccnn2C)c(OC)cc1Cl
  A = -0.8%; B = 2.1; C = 2.8; D = 9.3; E = -1.9; F = 1020; G = -4; H = 651; I = -1; J = 1578; K = -5.5%; L = i; M = -15; N = 6; O = 7; P = -1.1; Q = -0.26; R = 0.1; S = -0.51
